Screening data as filed in PubChem BioAssay.
IDH1 R132H inh: inhibitors of human mutant IDH1 R132H | O75874 | IDH1-R132H enzyme, NADPH consumption, diaphorase/resazurin fluorescence | Potency, µM (highest dose often 76.6 µM), inactives show top-dose activity change, negative = inhibition, most hits filed as inhibitors | actives 0.093% (n = 390,000); also: potency is read from the fitted curve at half-maximal effect; % is scaled to controls: 0 for no effect and ±100 for the full control effect; nearly all actives have a fitted effect of over 65% in size
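IDH1-R132H (0.5 ug/mL dispensed) in pH 7.5 Tris buffer was preincubated 30 min with compound, then given a substrate mix of 0.016 mM NADPH and 2 mM alpha-KG for 80 min at room temperature; remaining NADPH was read by diaphorase/resazurin fluorescence.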
Pin1 inh: blocks the human prolyl isomerase Pin1; Potency, µM (series often up to 115 µM), for inactives: at the top dose activity, negative = inhibition, most hits filed as inhibitors; actives 0.009% (n = 390,000); AID 504891; Pin1 FP peptide displacement, HiFluor488, 10 min; active = well fitted inhibition curve with a large enough effect in the polarisation, with a control signal flat, not every such curve was filed as active; inconclusive = small, poorly fitted or top-dose-only effect, or effect the other way, or a change in a side signal; inactive = no such curve, though single readings can be large or run the other way; the % refers to the polarisation; also: potency is read from the fitted curve at half-maximal effect; % is scaled to controls: 0 for no effect and ±100 for the full control effect
Target sequence (Q13526 whole entry, looked up): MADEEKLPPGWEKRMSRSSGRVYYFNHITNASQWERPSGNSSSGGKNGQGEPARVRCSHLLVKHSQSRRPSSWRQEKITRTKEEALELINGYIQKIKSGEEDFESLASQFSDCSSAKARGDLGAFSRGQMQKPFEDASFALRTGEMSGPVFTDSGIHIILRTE
TrxR1 substrate: is turned over as a substrate by rat TrxR1. purified TrxR1 substrate turnover, NADPH consumption readout. Potency, µM (doses to about 114 µM), without a hit: at the top dose activity change, negative = substrate turnover. actives 0.01% (n = 390,000); also: potency is read from the fitted curve at half-maximal effect; % is scaled to controls: 0 for no effect and ±100 for the full control effect; nearly all actives have a fitted effect of over 50% in size
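Rat TrxR1, dispensed at 90 nM, was prereduced with 400 uM NADPH (final) for 5 min at ~22 deg C, then incubated with compound 15 min before 400 uM selenite. A first-read NADPH fluorescence drop versus no-compound background flagged substrates.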
TRHR enhancer: TRH receptor (human) allosteric enhancement. P34981. actives 0.66% (n = 360,000). TRHR cells, fluo-8 calcium fluorescence, EC20 TRH enhancement. enhancement, % at 2 µM; in the data active = enhancement above about 30%; also: 0% is about no effect
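Enhancer read-out: after compound pinning and an initial kinetic agonist-mode read, an EC20 of TRH (10 nM final) was injected and fluo-8 calcium signal (Ex 480/Em 530) followed at 1 s/cycle for 100 cycles in TRHR-expressing cells.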
TrxR1 inh: blocks rat thioredoxin reductase 1. Potency, µM (highest dose often 114 µM), for the others: at the top dose activity change, negative = inhibition, hits mostly inhibitors. AID 588453. actives 1% (n = 390,000). O89049. recombinant rTrxR1, NADPH fluorescence consumption, selenite substrate; also: potency is read from the fitted curve at half-maximal effect; % is scaled to controls: 0 for no effect and ±100 for the full control effect; nearly all actives have a fitted effect of over 65% in size
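Rat TrxR1 (90 nM in the dispensed reagent) was pre-reduced with 400 uM NADPH for 5 min at room temperature, then incubated with compound for 15 min. After 400 uM selenite was added, NADPH fluorescence (Ex 340/Em 450 nm) was followed for 8 min.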
USP1-UAF1 inh: USP1/UAF1 (human) deubiquitinase inhibition | AID 743255 | recombinant USP1/UAF1, Ub-Rhodamine cleavage fluorescence | Potency, µM (doses to about 57.1 µM), for the others: at the highest dose activity change, negative = inhibition, usual class: inhibitors | O94782 | actives 0.23% (n = 390,000); also: potency is read from the fitted curve at half-maximal effect; % is scaled to controls: 0 for no effect and ±100 for the full control effect; nearly all actives have a fitted effect of over 60% in size; inactives centre near -12
Target sequence (O94782 whole entry, looked up): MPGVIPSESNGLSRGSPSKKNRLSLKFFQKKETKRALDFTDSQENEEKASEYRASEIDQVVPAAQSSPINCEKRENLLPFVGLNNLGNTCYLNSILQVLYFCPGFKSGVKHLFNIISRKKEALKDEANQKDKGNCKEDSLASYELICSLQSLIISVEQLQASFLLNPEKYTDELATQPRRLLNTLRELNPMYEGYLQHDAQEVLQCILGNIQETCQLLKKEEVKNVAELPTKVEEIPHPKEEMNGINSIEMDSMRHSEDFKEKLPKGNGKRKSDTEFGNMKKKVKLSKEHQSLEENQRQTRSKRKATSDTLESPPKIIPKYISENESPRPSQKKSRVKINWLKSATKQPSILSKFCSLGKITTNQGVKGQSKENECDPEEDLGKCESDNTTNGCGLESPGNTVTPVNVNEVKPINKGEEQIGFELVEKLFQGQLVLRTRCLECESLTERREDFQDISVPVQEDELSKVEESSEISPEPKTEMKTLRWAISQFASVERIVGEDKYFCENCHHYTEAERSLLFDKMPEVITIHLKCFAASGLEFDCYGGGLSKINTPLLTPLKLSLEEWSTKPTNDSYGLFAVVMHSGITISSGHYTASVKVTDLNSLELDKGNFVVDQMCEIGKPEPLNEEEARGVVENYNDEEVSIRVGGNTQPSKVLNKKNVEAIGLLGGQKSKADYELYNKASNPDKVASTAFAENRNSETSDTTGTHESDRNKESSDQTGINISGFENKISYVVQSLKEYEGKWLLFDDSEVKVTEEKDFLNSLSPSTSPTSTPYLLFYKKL
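Step one: compound is pinned into 1nM USP1/UAF1 in HEPES pH 7.8 buffer with TCEP. Step two: 15 min room-temperature incubation. Step three: Ub-Rho (150nM final) starts cleavage, tracked by fluorescence over six one-minute reads.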
D2 agonist: activates the human D2 dopamine receptor. HEK293 T-REx D2 cells, calcium flux agonist mode. P14416. actives 0.53% (n = 340,000). AID 485358. activation, % at 2 µM;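 active = activation over 3 SD above normal in the single-dose calcium agonist read, cut at about 30% in these data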; also: 0% is about no effect
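Calcium-flux readout, 1 cycle/sec over 180 s following compound pin transfer, in inducible HEK293 Trex D2 cells (force-coupled); dopamine controls included. Positive calcium responses during this window marked compounds as potential agonists.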
D2 antag: antagonists of human D2 dopamine receptor; inhibition, % at 10 µM; HEK293 TREx D2 cells, calcium flux, dopamine EC80; actives 2% (n = 340,000); in the data active = inhibition above about 30%; also: 0% is about no effect
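Read-out: kinetic calcium fluorescence (1 cycle/s) in inducible HEK293 T-REx D2 cells after an EC80 dopamine addition that followed 180 s compound preincubation. Loss of the dopamine response indicates antagonism.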
TRHR ag: TRH receptor (human) agonism | P34981 | activation, % at 2 µM | TRHR cells, calcium flux fluo-8, FDSS agonist mode | actives 0.18% (n = 360,000); in the data active = activation above about 30%; also: 0% is about no effect
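TRHR-expressing cells, plated overnight in medium with 10% serum, were loaded with fluo-8 calcium dye at room temperature. After a 10 s baseline, library compound was pin-added and calcium release was recorded kinetically (ex 480/em 530) as agonist response.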
* hit, by the source's call; ? = inconclusive; / = not tested or not shown; & = joins results of further samples; [ ] = dose if it differs, or a comment. Unless noted, calls follow the shape of the dose curve; as a rule, active = well fitted inhibition curve with a large enough effect; inconclusive = small, poorly fitted or top-dose-only effect; inactive = no such curve, though single readings can be large or run the other way. These rows are one share of the data; the hit share may differ from the screen's.

SMILES	IDH1 R132H inh	Pin1 inh	TrxR1 substrate	TRHR enhancer	TrxR1 inh	USP1-UAF1 inh	D2 agonist	D2 antag	TRHR ag
O=C(Nc1ccc(C(=O)OC[C@@H]2CCCN3CCCC[C@H]23)cc1)c1cccc(Br)c1	2%	-2%	-12%	4	-12%	-13%	-0.3	-8	0.4
O=C1CCC([N+](=O)[O-])C(c2cccc3ccccc23)N1 (stereo not drawn)	7%	0%	-10%	-1	-4%	-2%	1.4	7	-0.2
c1ccc(Nc2nc3ccccc3n3cnnc23)cc1	-7%	-7%	2%	34*	16%	?	-0.1	-1	-0.6
Cc1ccc(NC(=O)CN(C)C(=O)CSc2ncc(C(F)(F)F)cc2Cl)cc1	6%	14%	1%	11	5%	-5%	-1.4	93*	0.0
COc1ccc(Br)cc1C1CC(=O)N2CN(Cc3ccccc3)CSC2=C1C#N (stereo not drawn)	2%	0%	-2%[57.1 µM]	0	?	?	1.2	-2	1.0
CC(=O)c1ccccc1NC(=O)COC(=O)c1cc2ccccc2[nH]1	3%	?	6%	-1	28%	-2%	/	/	0.2
COc1ccc(C(C[N+](=O)[O-])c2c(C)[nH]c3ccccc23)cc1OC (stereo not drawn)	4%	-1%	-4%	1	-35%[57.1 µM]	-3%	6.8	7	-1.1
CC1(c2ccccc2)NC(=O)N(NC(=O)COC(=O)c2cc(Br)ccc2O)C1=O (stereo not drawn)	4%	-2%	-3%	-4	5%	-11%	0.0	-18	-0.4
Cc1cc(C(=O)NC(=S)Nc2cccc(NC(=O)C(C)C)c2)ccc1[N+](=O)[O-]	0%	-5%	-13%	5	-21%	-9%	-0.6	-34	0.3
CC(C)(CO)NC(=O)CC1C(=O)NCCN1CC(c1ccccc1)c1ccccc1 (stereo not drawn)	-11%	-1%	1%[11.4 µM]	9	12%[11.4 µM]	-11%	-0.4	-8	-0.7
CC1CCCCC12NC(=O)N(CC(=O)Nc1nccs1)C2=O (stereo not drawn)	10%	-1%	5%	/	26%	-24%	/	/	/
O=C(CN1CCOCC1)N/N=C/c1ccc(-c2cccc(Cl)c2Cl)o1	-5%	0%	11%[57.1 µM]	3	12%[11.4 µM]	?	0.9	-1	-0.2
Cc1noc(C)c1C(=O)Nc1ccc(S(=O)(=O)N2CCCCC2)cc1	2%	-2%	-9%	-1	-6%	-6%	/	/	1.1
COC(=O)c1c(N)sc2c1CC(C)(C)OC2	-6%	0%	8%	3	30%	-11%	-0.1	-7	-0.1
COc1ccc(N2CCN(S(=O)(=O)c3c(C)n(C)c(=O)n(C)c3=O)CC2)cc1	5%	-5%	0%	2	8%	-21%	0.3	4	-1.0
CCOc1ccc(NC(=O)CN(C)C(=O)c2csc3c2CCCC3)cc1OCC	0%	-11%	-8%	3	-7%	-4%	1.0	-3	0.7
CC1(C)C[C@@H]2C[C@@](C)(CN2C(=O)c2ccccc2)C1	8%	3%	-3%	-5	2%	5%	0.1	-2	0.0
O=C(NCC(=O)N1CCN(S(=O)(=O)/C=C/c2ccccc2)CC1)c1ccccc1F	0%	3%	4%	-1	9%[57.1 µM]	-7%	-1.0	3	0.3
CC(C)c1nnc(NC(=O)c2ccc3c(c2)OCO3)s1	2%	-2%	0%	1	-4%	-9%	-1.0	-9	-0.1
O=C(N/N=C/c1cccnc1)c1cc(Br)ccc1O	28%	-2%	-15%	-3	-28%	-9%	-0.1	5	-0.1
CCN(CC)S(=O)(=O)c1cc(NC(=O)c2cc(-c3ccccn3)nc3ccccc23)ccc1C	0%	22%	0%	-5	29%	-26%	1.1	3	1.2
CCCOc1ccc(CNC(=O)c2[nH]c3cc(OC)ccc3c2Sc2ccccc2)cc1	21%	18%	-3%	0	-3%	-13%	0.2	/	0.4
Cc1cc(C)c(NC(=O)c2cc3c(nc4sccn43)s2)c(C)c1	-5%	4%	1%	-1	-28%	-7%	/	/	-0.1
CCC1CCCCN1C(=O)CSc1nc2c([nH]c3ccccc32)c(=O)n1-c1cccc(OC)c1 (stereo not drawn)	3%	15%	-1%[57.1 µM]	-4	15%[57.1 µM]	-24%	/	/	-0.3
CCn1c(=O)n(-c2ccc(Cl)cc2)c(=O)c2c3c(sc21)COC(C)(C)C3	-4%	-4%	-6%	-4	19%	-10%	0.3	-27	-0.9

Some of the entries so far, with two lines to a compound:
Results follow in this order: IDH1 R132H inh | Pin1 inh | TrxR1 substrate | TRHR enhancer | TrxR1 inh | USP1-UAF1 inh | D2 agonist | D2 antag | TRHR ag
- COC(=O)c1c(N)sc2c1CC(C)(C)OC2
→ -6% | 0% | 8% | 3 | 30% | -11% | -0.1 | -7 | -0.1
- COc1ccc(N2CCN(S(=O)(=O)c3c(C)n(C)c(=O)n(C)c3=O)CC2)cc1
→ 5% | -5% | 0% | 2 | 8% | -21% | 0.3 | 4 | -1.0
- CCOc1ccc(NC(=O)CN(C)C(=O)c2csc3c2CCCC3)cc1OCC
→ 0% | -11% | -8% | 3 | -7% | -4% | 1.0 | -3 | 0.7
- CC1(C)C[C@@H]2C[C@@](C)(CN2C(=O)c2ccccc2)C1
→ 8% | 3% | -3% | -5 | 2% | 5% | 0.1 | -2 | 0.0
- O=C(NCC(=O)N1CCN(S(=O)(=O)/C=C/c2ccccc2)CC1)c1ccccc1F
→ 0% | 3% | 4% | -1 | 9%[57.1 µM] | -7% | -1.0 | 3 | 0.3

Additional results:
SMILES	IDH1 R132H inh	Pin1 inh	TrxR1 substrate	TRHR enhancer	TrxR1 inh	USP1-UAF1 inh	D2 agonist	D2 antag	TRHR ag
COc1ccc(C(c2c(C)n(C)n(-c3ccccc3)c2=O)c2c(C)n(C)n(-c3ccccc3)c2=O)cc1	-1%	-1%	-5%	0	3%	-24%	-0.2	1	-0.4
COc1ccccc1NC(=O)C1CCCN(c2cnccn2)C1 (stereo not drawn)	-6%	5%	4%	3	10%	-18%	0.1	19	0.1
COc1ccc(Cc2nc(-c3ccc(-n4cccc4)cc3)no2)cc1	-7%	-4%	10%	-1	34%	-20%	1.4	-13	1.9
CCCCCCSc1ccc(-c2nc3ccc(Cl)cn3c2NCCCC)cc1OC	-3%	28%	9%	/	9%	-21%	/	/	/
COc1ccc(S(N)(=O)=O)cc1C(=O)NCC(C)(C)N1CCOCC1	0%	5%	-15%	-3	-16%	-10%	2.1	3	-0.3
CC(=O)Nc1ccc(NC(=O)CSc2nc3ccccc3nc2N2CCC(C)CC2)cc1	-1%&-5%	5%&9%	-2%&53%	6&4	-11%&23%	?	0.0&0.4	-23	-0.7&1.1
COc1ccc(-c2cn3cccnc3n2)cc1NC(=O)Nc1ccc(Cl)cc1	-5%	11%	12%[57.1 µM]	-2	18%[57.1 µM]	5%	1.0	/	-0.6
CCCCC(=O)Nc1cccc(NC(=S)NC(=O)Cc2ccccc2)c1	-4%	-12%	-6%	2	?	-12%	/	/	0.1
CCOC(=O)C1CCCN(c2ncnc3c2cnn3-c2ccc(OC)cc2)C1 (stereo not drawn)	-1%	5%	8%	0	-6%	-12%	-2.9	-21	0.0
CCCc1nc2ccccc2c(=O)n1NC(=O)c1c(O)c2ccccc2[nH]c1=O	2%	1%	12%	5	17%	-11%	-0.2	13	-0.5
O=C(NCCCN1CCc2ccccc2C1)Nc1ccc(Cl)cc1	7%	-1%	3%	4	26%	-5%	0.0	-10	-0.3
COc1cc(C(c2sc3nc(C)nn3c2O)N2CCc3ccccc3C2)cc(OC)c1OC (stereo not drawn)	6%	-10%	-5%[57.1 µM]	-4	4%[57.1 µM]	2%	0.0	-10	-0.1
Cc1[nH]c2ccccc2c1C(=O)COC(=O)Cn1cnc2ccccc21	-4%	5%	5%[57.1 µM]	-3	5%[57.1 µM]	-14%	1.5	-7	1.0
Cc1cc(C)c(-c2csc(NC(=O)CCCc3nc4ccccc4c(=O)[nH]3)n2)c(C)c1	-2%	20%	1%[57.1 µM]	-1	3%[57.1 µM]	-10%	-0.5	-23	-0.6
CN(C)c1cc(-c2ccc([N+](=O)[O-])cc2)oc(=O)c1Cl	5%	?	2%[57.1 µM]	-6	-12%[57.1 µM]	-10%	-1.9	-11	-2.2
CC(=O)N1CCN(C(=O)C2(NC(=O)Nc3ccccc3Cl)CCCCC2)CC1	1%	0%	6%	2	17%	-8%	0.2	-6	0.3
COc1cccc(N/C=C(\C#N)c2ccc(OCCCF)cc2)c1	2%	6%	-12%	2	-12%	-12%	-0.1	-2	-0.7
COc1ccc(/C(C)=N/NC(=O)CNC(=O)/C=C\c2ccco2)cc1	0%	4%	-2%	-1	-34%	-22%	0.2	1	-0.5
CC1CCC2(CC1)NC(=O)N(NC(=O)c1cccc(N(C)C)c1)C2=O (stereo not drawn)	27%	-6%	-4%	-5	-5%	-6%	0.0	33*	-0.8
O=C(NCC(=O)N(c1ccccc1F)C(C(=O)NCC1CCCO1)c1ccccc1)c1ccco1 (stereo not drawn)	13%	-7%	4%	0	6%	-10%	1.1	9	0.0
COc1ccc(C2=C(O)C(C)N(c3ccccc3)C2=N)cc1OC (stereo not drawn)	-1%	-5%	-5%	1	16%	-24%	/	2	0.8
Cc1ccc(C2=NS(=O)(=O)N(C)C(C(=O)N3CCCCC3)=C2)cc1	-8%	0%	0%[57.1 µM]	-8	-2%[57.1 µM]	-20%	-0.2	28	0.0
CSCCC(NC(=O)c1ccccc1Cl)C(=O)NCC(c1ccco1)N1CCCCC1 (stereo not drawn)	-9%	-6%	3%	14	3%	-16%	-1.0	6	-0.2
COc1ccc(CN(C(=S)Nc2ccccc2)C2CC(=O)N(c3ccc(F)cc3)C2=O)cc1 (stereo not drawn)	-4%	2%	-6%[57.1 µM]	11	12%[57.1 µM]	-20%	-0.1	-9	-0.4
CCOC(=O)/C=C1\SCC(=O)N1CC(=O)Nc1ccc2c(c1)CCC2	-3%	17%	5%	-1	2%	-1%	-0.3	6	-0.2
Nc1ccn([C@H]2C[C@H](O)[C@@H](CO)O2)c(=O)n1	9%&6%	-4%&2%	10%&-4%	4&2	25%&-3%	?	0.2&-0.4	23&-7	-0.1&-1.0
